procasp7 counter = counter-screen for procaspase-3 activators: activators of human procaspase-7. P55210. recombinant procaspase-7, Ac-DEVD-pNA absorbance 405 nm; D23A/D198A/D206A triple mutant, cannot self-cleave; scale: DMSO 0, 5 µM enzyme 100. activation, % at 8.5 µM. 330,000 compounds, 0.093% hits;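 active = percent activation above the screen-wide mean plus 3 SD, cut at about 25% in these data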
Target sequence (P55210 whole entry D23A/D198A/D206A): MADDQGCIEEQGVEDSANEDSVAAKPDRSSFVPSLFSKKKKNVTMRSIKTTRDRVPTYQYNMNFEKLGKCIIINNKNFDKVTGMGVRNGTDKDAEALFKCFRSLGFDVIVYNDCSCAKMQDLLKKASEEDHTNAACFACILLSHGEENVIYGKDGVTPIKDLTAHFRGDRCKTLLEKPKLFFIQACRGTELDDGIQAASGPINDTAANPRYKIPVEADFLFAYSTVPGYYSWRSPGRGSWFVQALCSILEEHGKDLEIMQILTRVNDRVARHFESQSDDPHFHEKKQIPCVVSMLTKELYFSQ
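Replicates: singlicate. Assay system: Procaspase-7 triple mutant (PC-7 D3A). Signal: 405 nm absorbance of p-nitroaniline. Times: 1 h preincubation, 2 h reaction. Buffer or medium: Zinc-free HEPES pH 7.4 with 300 mM NaCl, 0.01% Triton X-100. Also added: DEVD-pNA substrate. Benchmarks: DMSO wells as 0%, DMSO with 5 µM added PC-7 as 100%.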
HCV core dimer = HCV core protein dimerization inhibition. TR-FRET GST/Flag-core106 dimerization, 1536-well. inhibition, % at 5 µM. 300,000 compounds, 0.33% hits. AID 1899;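 active = inhibition above the mean of all tested compounds plus 3 SD, set per screening campaign, cut at about 45% in these data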
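test system = GST/Flag-tagged HCV core106 proteins | probe or stimulus = Eu donor and XL665 acceptor anti-tag antibodies | times = compound-protein-antibody incubation 4 h at 22.5 °C | signal = TR-FRET, excitation 340 nm, emission 617 and 671 nm | measure = percent inhibition of core106 dimerization signal | controls = wells lacking GST-core106 and wells with excess unlabelled core106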
TPT1 inh = inhibitors of Candida albicans tRNA 2'-phosphotransferase TPT1; 300,000 compounds, 0.81% hits; inhibition, % at 5 µM; recombinant caTPT1, FP RNA substrate dephosphorylation;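 active = inhibition above the mean of all tested compounds plus 3 SD, set per screening campaign, cut at about 24% in these data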;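 also: plate controls were DMSO alone for no effect and ferristatin control at 100 nM for full effect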
PP1 inh = blocks human PP1-alpha phosphatase, a PP5 counter-screen; 320,000 compounds, 0.9% hits; purified PP1alpha, OMFP fluorescence; P62136; AID 2235; inhibition, % at 6.7 µM;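 active = inhibition above the mean inhibition of all tested compounds plus 3 SD, computed separately for each screening campaign, cut at about 15% in these data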
proCasp3 act = procaspase-3 (human) activation; P42574; recombinant procaspase-3 D3A, Ac-DEVD-pNA absorbance 405 nm; activation, % at 8.5 µM; 330,000 compounds, 0.11% hits;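 active = activation above the mean of all tested compounds plus 3 SD, cut at about 21% in these data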;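 also: 0% = DMSO alone and 100% = DMSO wells spiked with extra 5 µM PC-3 D3A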
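Evaluation: percent activation relative to control range; Material: Procaspase-3 D3A mutant, all three cleavage aspartates alanine; Compound: single dose, 8.5 µM nominal compound, 0.8% DMSO; Replication: one well per compound; Signal: absorbance at 405 nm, 0 and 120 min; Schedule: 1 h preincubation plus 2 h reaction at 25 °C.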
CTSL1 counter = cathepsin L1 inhibition, PFM18AAP counter-screen; recombinant F. hepatica cathepsin L1, Z-Leu-Arg-MCA fluorescence; inhibition, % at 5.96 µM; 300,000 compounds, 0.49% hits;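 active = inhibition above the mean of all tested compounds plus 3 SD, set per screening campaign, cut at about 17% in these data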;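 also: 0% = plate median of test compound wells and 100% = 1 µM Z-Phe-Ala-diazomethylketone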
PP5 inh = PP5 (human) phosphatase inhibition; P53041; purified PP5c, OMFP substrate fluorescence; inhibition, % at 6.7 µM; 320,000 compounds, 0.18% hits;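 active = inhibition above the campaign's mean inhibition across all tested compounds plus 3 SD, cut at about 9.5% in these data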;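 also: 0% = DMSO only and 100% = 100 µM cantharidin control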
Target sequence (P53041 whole entry, looked up): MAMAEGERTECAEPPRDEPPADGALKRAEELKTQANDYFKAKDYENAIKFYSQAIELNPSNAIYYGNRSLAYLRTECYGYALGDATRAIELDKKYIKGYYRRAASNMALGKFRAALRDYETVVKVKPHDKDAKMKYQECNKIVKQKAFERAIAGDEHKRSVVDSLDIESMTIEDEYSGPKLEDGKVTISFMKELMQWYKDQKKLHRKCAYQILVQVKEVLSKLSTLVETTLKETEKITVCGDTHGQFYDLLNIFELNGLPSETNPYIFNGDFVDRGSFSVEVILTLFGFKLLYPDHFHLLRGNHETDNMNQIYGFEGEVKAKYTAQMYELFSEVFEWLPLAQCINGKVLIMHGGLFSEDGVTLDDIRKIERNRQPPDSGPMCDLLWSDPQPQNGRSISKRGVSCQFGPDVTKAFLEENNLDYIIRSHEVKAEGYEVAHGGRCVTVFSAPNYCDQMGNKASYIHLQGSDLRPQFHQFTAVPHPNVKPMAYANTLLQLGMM
Efflux pump inh = antifungal efflux pump inhibition, Nile Red retention. 330,000 compounds, 0.44% hits. S. cerevisiae Candida pump triplex. inhibition, % at 10 µM. AID 485275;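 active = plate passing quality check with inhibition over a set limit, or well fluorescence over plate mean plus 4 SD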;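 also: Nile Red retained in pooled yeast measured as flow cytometry median fluorescence; 0% = buffer negative control and 100% = Enniatin B positive control; higher means more Nile Red kept so more efflux inhibition; some compounds called inactive have numbers as strong as hits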
JMJD2C inh = inhibitors of human GASC-1 (JMJD2C) demethylase. inhibition, % at 2.35 µM. 330,000 compounds, 0.069% hits. GST-JMJD2C(1-420) H3K9me3 demethylation, DELFIA europium. Q9H3R0;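 active = more than half of a compound's replicate wells show inhibition beyond 50%, single wells judged on their own value; inconclusive = some, but no more than half, of replicates pass 50% inhibition; inactive = no replicate passes 50% inhibition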;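 also: signal counts dimethyl H3K9 product captured on neutravidin plate; 0% = median of DMSO wells and 100% = 0.3 times that DMSO median; strong numbers were not always called active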
* marks the source's active call; other numbers are inactive results; ? = inconclusive; · = no result given; & = joins results of further samples. Hits appear at their usual frequency. About 2.9% of those tested had a hit in this group.

Second line of a record – HCV core dimer | TPT1 inh | PP5 inh | proCasp3 act | PP1 inh | JMJD2C inh | procasp7 counter | Efflux pump inh | CTSL1 counter
CCOC(=O)N1CCC(Nc2c(NCCN3CCN(Cc4ccccc4)CC3)c(=O)c2=O)CC1
    -4.8 | 2.1 | 0.5 | 2.4 | -2.3 | 19.0&-4.5 | -3.9 | 0.1 | -2.4
CCSc1nnc(NC(=O)c2cc(C)oc2C)s1
    0.3 | 1.8 | 2.6 | 9.7 | -1.7 | 9.9 | -9.8 | 0.3 | -1.0
Cc1ccc(CC(NC(=O)c2ccccc2)C(=O)NC(C)C(=O)O)cc1 (configuration not stated)
    2.1 | -2.8 | 3.3 | -6.9 | -3.9 | -13.7 | -5.7 | 1.5* | 7.3
CCn1c(CNC(=O)c2ccccc2Cl)cc2ccccc21
    1.0 | -2.5 | -0.8 | -3.5 | -0.6 | -0.3 | 4.3 | -0.3 | -3.4
COc1ccccc1/C=C/c1onc(C)c1S(=O)(=O)N1CCC(C(=O)NC2CCCCCC2)CC1
    -7.1 | -1.1 | 2.0 | 7.2 | -3.4 | -3.8 | 5.9 | -0.2 | 2.5
O=C(OCC(=O)N1CCN(c2ccccc2)CC1)c1ccc2ncsc2c1
    15.2 | -3.0 | -0.3 | -3.5 | 5.5 | · | -5.9 | -0.1 | -2.3
CCN(CC)c1ccc(/C=N/Nc2nc3ccccc3[nH]2)c(O)c1
    -41.6 | 34.5* | 4.0 | -10.4 | 8.4 | 3.9 | -9.8 | 0.2 | -1.4
CCOC(=O)CC12CN3CN(C1)CC(CC(=O)OCC)(C3)C2=O
    -0.9 | 4.6 | -0.9 | 4.0 | -3.2 | -4.8 | 3.0 | 0.1 | -2.6
CCOc1ccc(C(=O)NNC(=O)CCNC(=O)c2ccc(Br)cc2)cc1OC
    · | · | 1.4 | 1.7 | -0.8 | 7.6 | -1.4 | 0.5 | ·
CN(Cc1cn(Cc2ccccc2)nc1-c1ccc2c(c1)OCO2)Cc1nccn1C
    0.7 | -2.6 | 1.5 | -4.9 | -2.7 | -3.4 | -7.6 | -0.1 | 1.4
N#Cc1ccc(C(=O)Nc2nc3ccccc3[nH]2)cc1
    0.9 | -1.9 | 3.4 | 8.4 | -0.2 | 4.9 | 0.9 | -0.1 | 0.0
Oc1ccc2ccccc2c1CNc1ccccn1
    -4.5 | -3.4 | 0.2 | -7.4 | -1.0 | -20.2 | -20.0 | 0.0 | -1.4
O=C(COc1ccc2c(c1)oc(=O)c1ccccc12)NC(Cc1ccc(Cl)cc1)C(=O)O (configuration not stated)
    4.0 | -1.0 | 4.3 | 6.8 | 10.1 | ? | -7.6 | 0.2 | 0.7
CCCCNC(=O)c1ccccc1NC(=O)c1ccccc1N(C)S(C)(=O)=O
    4.5 | 1.5 | 1.8 | 6.7 | -2.0 | 1.0 | 6.4 | 0.0 | 1.2
Nc1[nH]ncc1-c1ccc(F)cc1
    2.2 | 2.6 | 2.8 | 5.0 | 1.6 | -2.1 | 0.0 | 0.0 | -2.7
Nc1n[nH]c2cccc(Cl)c12
    -5.2 | 1.2 | -1.6 | -0.8 | -3.0 | -10.4 | 6.2 | -0.2 | -3.2
COc1ccc2[nH]c(=O)c(CN(CC3CCCO3)C(=S)Nc3ccccc3)cc2c1 (configuration not stated)
    5.3 | 3.6 | -1.3 | 2.2 | -2.2 | 5.2 | 1.8 | 0.2 | 0.1
CCOc1ccccc1N1CC(C(=O)Nc2ccccc2N2CCCC2)CC1=O (configuration not stated)
    -6.6 | -2.5 | 0.6 | -1.1 | 2.7 | 5.6 | 12.6 | -0.1 | 7.7
CCOc1ccc(NC(=O)C2CCCN(S(=O)(=O)c3cccc4nsnc34)C2)cc1 (configuration not stated)
    3.5 | 1.4 | 4.1 | -4.5 | -3.7 | -0.8 | 1.1 | 0.1 | 4.9
COC(=O)c1c(NC(=O)Cc2cccs2)sc(C(=O)N2CCCCC2)c1C
    11.1 | -3.0 | 2.1 | -3.2 | -2.5 | 4.2 | 4.9 | 0.0 | -8.3
CCCn1nc2cc(C(=O)NCc3ccc(OC)cc3)ccc2c1OCC
    -4.7 | -0.9 | -0.2 | -11.4 | -2.7 | ? | -3.5 | -0.1 | 4.3
Cc1cccc(NS(=O)(=O)c2cccc(C(=O)N3CCN(C/C=C/c4ccccc4)CC3)c2)c1
    · | · | 5.8 | -3.3 | 3.7 | -1.0 | 8.7 | -0.2 | ·
Cc1ccc(NS(=O)(=O)c2cccc(C(=O)NNC(=O)c3cccn3C)c2)c(C)c1
    -1.4 | -1.8 | 2.2 | 2.2 | -5.3 | -15.7 | -2.7 | 0.0 | 0.1
CCOc1cc(CNCC(C)C)cc(Cl)c1OCc1ccccc1
    -5.0 | -4.5 | -2.7 | 2.7 | 2.3 | 15.3 | 0.8 | -0.1 | -0.7
CCSc1nnc(NC(=O)CCN2C(=O)C3CCCCC3C2=O)s1 (configuration not stated)
    · | · | -1.2 | -5.2 | -3.8 | 4.3 | -4.7 | 0.2 | ·
COc1ccc(C(=O)N[C@H](C(=O)NCc2ccc(C)cc2)C(C)C)cc1
    -4.7 | -0.9 | 3.8 | 0.5 | -3.2 | 0.3 | -6.2 | -0.1 | 2.5
O=C(Cc1cccs1)N1CCCC(c2nc3c(nnn3Cc3ccc(F)cc3)c(=O)[nH]2)C1 (configuration not stated)
    5.7 | -0.2 | 1.3 | -1.9 | -0.5 | -46.3&-0.8 | -8.3 | 1.2 | -3.8
Cc1ccc(N(CC(=O)NC2CCCC2)C(=O)CCC(=O)Nc2ccccn2)cc1
    -2.1 | 1.0 | -2.1 | 1.2 | -1.9 | 5.2 | 5.7 | 0.0 | 4.3
CC1(C)Cc2ccccc2C(NNC(=O)c2ccccc2)=N1
    0.4 | -0.2 | 2.0 | 10.0 | -2.1 | 5.0 | 4.4 | -0.1 | 1.2
Cc1ccc(NC(=S)N(Cc2cccc(Br)c2)CC2CCC(C(=O)O)CC2)cc1 (configuration not stated)
    9.7 | 1.0 | -3.6 | -7.5 | -1.9 | -2.3 | -7.0 | 0.1 | 6.9
O=S(=O)(c1ccc(NC(=S)N2CCN(c3ccc(O)cc3)CC2)cc1)N1CCOCC1
    -0.8 | -4.2 | 3.5 | -15.1 | -2.6 | 8.9 | -16.9 | 0.0 | -2.3
COC(=O)c1scc(C)c1N/N=C(\C)c1ccc(F)cc1F
    -6.5 | -0.3 | 0.4 | 2.0 | -1.8 | 7.1 | 3.3 | 0.1 | 6.8
CCCCCSc1nc(C)c(CC(=O)O)c(=O)[nH]1
    -5.5 | -7.1 | 0.0 | 9.8 | 0.0 | -3.6 | 9.9 | -0.1 | 1.5
Nc1cc(-c2cccc(F)c2)nn1S(=O)(=O)c1cccc2nsnc12
    -10.2 | -3.3 | 3.1 | 6.0 | 1.8 | 1.2 | 3.6 | 0.6 | 2.6
CCOC(=O)c1cc(CC)sc1N1C(=O)CC(Sc2ncccc2C(=O)O)C1=O (configuration not stated)
    0.9 | 0.2 | -2.5 | 10.4 | -1.9 | 9.2 | 1.1 | 0.0 | 6.6
CCS(=O)(=O)N1CCC(NC(=O)C(Cc2cc(OC)ccc2OC)NC(C)=O)CC1 (configuration not stated)
    -11.4 | -3.1 | -0.6 | 3.9 | -2.0 | -3.2 | -6.5 | -0.4 | 3.6
Cc1noc(C)c1S(=O)(=O)N1CCN(S(=O)(=O)c2ccccc2C#N)CC1
    0.0 | -1.4 | 0.5 | 3.8 | -1.9 | 9.1 | 9.0 | 0.0 | -2.1
COc1ccc(N2CCN(C(=S)Nc3ccccc3OC)CC2)cc1
    3.4 | -5.1 | -2.2 | -9.2 | -6.4 | -8.0 | -1.6 | 0.0 | 0.2
CCN(CC)c1ccc([N+](=O)[O-])cc1C(=O)O
    -1.4 | 0.3 | 2.9 | -7.0 | 4.1 | 5.2 | -13.1 | 0.1 | 1.7
Nc1nonc1-c1nc2ccccc2[nH]1
    -0.9 | -1.7 | -0.8 | -2.9 | -1.8 | 0.0 | 0.0 | 0.0 | 9.9
CCOCCCNCC(=O)Nc1ccccc1N1CCOCC1
    -2.0 | -1.5 | 5.0 | 0.8 | 4.8 | -1.8 | -9.8 | 0.0 | 4.8
COc1ccc(Cc2nnc(SCC(=O)NCCc3ccccc3)o2)cc1
    -2.2 | -0.2 | -1.4 | -2.4 | -2.8 | -7.1 | 3.2 | 0.1 | -3.3
COc1ccc(C(=O)CN2C3=NCCCN3c3ccccc32)cc1OC
    -4.3 | -1.6 | -0.1 | -4.5 | 0.3 | -9.8 | 12.6 | 0.0 | -2.1
O=c1c2cc(N3CCOCC3)ccc2[nH]c(=S)n1CCc1ccccc1
    14.2 | 1.0 | -0.1 | 1.5 | 0.1 | 6.0 | 2.1 | 0.2 | 3.9
COc1ccc(-c2cc(C)no2)cc1S(=O)(=O)N1CCOc2ccccc21
    9.4 | 2.2 | 3.2 | -5.8 | 5.8 | 17.1 | 3.8 | -0.1 | -0.8
Cc1ccc(CONC(=O)c2ccc(C)cc2)cc1
    · | · | 2.2 | 9.4 | 4.4 | -9.3 | -6.6 | 0.0 | ·
COCc1ccc(C(=O)N(C)CC2CCCN(CCc3ccc(OC)cc3)C2)o1 (configuration not stated)
    4.0 | -0.5 | -1.9 | -1.5 | 2.5 | -0.1 | 9.2 | 0.0 | 0.0
NC(=O)C1CCN(C(=O)c2ccc3c(c2)S(=O)(=O)c2ccccc2C3=O)CC1
    -18.9 | -4.0 | 0.8 | -8.8 | -4.9 | 11.1 | -3.1 | -0.2 | 10.2
CC(=O)NS(=O)(=O)c1ccc(NC(=O)c2cc3c(=O)n4ccccc4nc3s2)cc1
    6.1 | 0.7 | -3.2 | -5.0 | -4.4 | 5.0 | 1.1 | -0.1 | 4.7
O=C(COc1ncnc2c(Cl)cc(Cl)cc12)NCCC1=CCCCC1
    0.1 | 3.6 | 3.5 | -2.4 | -1.0 | -5.7 | -3.5 | 0.1 | -2.5
CCOC(=O)c1sc(NC(=O)CSc2ncn(-c3ccccc3)n2)nc1C
    1.3 | 1.1 | 1.8 | 9.3 | -1.1 | -32.2 | 11.4 | 0.0 | -4.3

Source: PubChem
